Screens from PubChem BioAssay.
DAX1 inh-1: DAX1 (NR0B1) inhibitors on StAR promoter, primary screen, cell-based, luminescence, SF-1 (NR5A1), full-length DAX-1; HEK293T StAR-luciferase reporter, SF-1/DAX-1 repression relief; inhibition, % at 6.8 µM; actives 1.1% (n = 370,000); AID 652010, 2013;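 active means inhibition above the mean over all tested compounds plus 3 SD, cut at about 3.6% in these data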;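 further: 0% = DAX-1 cells with DMSO and 100% = cells lacking DAX-1 with DMSO; higher inhibition means more luminescence from relief of DAX-1 repression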
DAX1 inh-2: DAX1 (NR0B1) inhibitors, primary screen, cell-based, HEK293, Gal4-DAX1, luciferase luminescence. actives 0.99% (n = 340,000). AID 504766, 2011. inhibition, % at 6.75 µM. HEK293 Gal4-DAX1 luciferase reporter. Nuclear receptor subfamily 0 group B member 1 (Homo sapiens), P51843;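 active means inhibition above the mean over all tested compounds plus 3 SD, cut at about 4.2% in these data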;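 further: 0% = DAX1-transfected cells with DMSO and 100% = empty-vector control cells with DMSO; inhibition shows as a rise in luminescence from relieved DAX1 repression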
Target sequence (P51843 207-470 limits assumed): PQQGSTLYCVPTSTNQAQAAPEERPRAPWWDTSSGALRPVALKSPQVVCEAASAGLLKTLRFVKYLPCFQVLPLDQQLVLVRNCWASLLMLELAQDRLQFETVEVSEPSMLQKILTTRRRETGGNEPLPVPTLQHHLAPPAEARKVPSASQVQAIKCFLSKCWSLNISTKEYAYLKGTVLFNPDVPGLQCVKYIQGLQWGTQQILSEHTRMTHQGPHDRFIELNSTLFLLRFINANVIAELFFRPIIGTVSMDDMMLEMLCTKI
HGIII-sPLA2 inh: human group III sPLA2 inhibitors, primary screen, biochemical, QFRET, BODIPY PC-A2 liposome substrate. inhibition, % at 12.2 µM. AID 743126, 2013. QFRET BODIPY PC-A2 liposome hydrolysis, fluorescence. Group 3 secretory phospholipase A2 (Homo sapiens), Q9NZ20. actives 0.56% (n = 370,000);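 active means inhibition above mean plus 3 SD of compounds lying within the high and low control bounds, cut at about 19% in these data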;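 further: 0% = median of test compound wells and 100% = no enzyme DMSO wells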
Target sequence (Q9NZ20 whole entry, looked up): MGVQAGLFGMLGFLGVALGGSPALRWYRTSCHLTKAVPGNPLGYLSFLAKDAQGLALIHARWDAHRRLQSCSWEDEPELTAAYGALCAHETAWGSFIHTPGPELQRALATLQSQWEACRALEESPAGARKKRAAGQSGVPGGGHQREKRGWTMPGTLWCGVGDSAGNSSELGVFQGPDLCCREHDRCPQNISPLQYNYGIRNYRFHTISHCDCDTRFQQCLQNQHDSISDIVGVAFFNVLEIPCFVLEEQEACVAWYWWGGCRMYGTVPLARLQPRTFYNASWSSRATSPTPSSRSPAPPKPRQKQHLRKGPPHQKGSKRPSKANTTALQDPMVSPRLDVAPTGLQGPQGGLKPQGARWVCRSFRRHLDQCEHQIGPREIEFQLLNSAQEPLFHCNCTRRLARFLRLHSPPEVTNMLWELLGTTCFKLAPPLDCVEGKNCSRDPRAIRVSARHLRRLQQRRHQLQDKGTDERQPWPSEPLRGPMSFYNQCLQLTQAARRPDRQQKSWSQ
hgDAF12 agonist: H. glycines DAF-12 receptor agonists, primary screen, cell-based, luminescence, HEK293, GAL4 fusion, UAS-luciferase. activation, % at 6.8 µM. Nuclear hormone receptor DAF-12 (Heterodera glycines), GAL4 fusion. actives 1.8% (n = 370,000). AID 687014, 2013. HEK293 GAL4-hgDAF12 UAS-luciferase reporter, agonist luminescence; normalized to butyrate control;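 active means activation above a cutoff set at the mean of all screened compounds plus 3 SD, cut at about 10% in these data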;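 further: 0% = DMSO wells and 100% = sodium butyrate wells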
ADAM10 inh: human ADAM10 inhibitors, primary screen, biochemical, QFRET, HTS. AID 720582, 2013. inhibition, % at 7 µM. recombinant ADAM10, EDANS/DABCYL FRET peptide cleavage, 3 h. actives 0.62% (n = 370,000);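 active means inhibition above a per-campaign cutoff equal to the mean of compounds falling between control-based bounds plus 3 SD, cut at about 20% in these data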;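 further: 0% = DMSO wells while the 100% control is not disclosed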
ADAM17 inh: ADAM17 inhibitors, primary screen, biochemical, QFRET; recombinant ADAM17, EDANS/DABCYL FRET peptide cleavage; inhibition, % at 6.95 µM; actives 0.83% (n = 370,000);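 active means inhibition above the mean of compounds lying between control limits plus 3 SD, set per campaign, cut at about 8.5% in these data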;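 further: 0% = DMSO-only wells as the low control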
hcDAF12 agonist: H. contortus DAF-12 nuclear receptor activators, primary screen, cell-based, luminescence, HEK293, lit1-tk-luc reporter. HEK293 hcDAF-12 lit1-tk-luc reporter; 0% DMSO, 100% Δ7-dafachronic acid. activation, % at 6.8 µM. actives 1.4% (n = 370,000);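 active means activation above the mean of all tested compounds plus 3 SD, cut at about 5.5% in these data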;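 further: 100% = response to 3 µM Δ7-dafachronic acid high control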
GAA850 FXN act: FXN promoter activators, primary screen, cell-based, luciferase luminescence, HEK293 lucGAA850. HEK293 lucGAA850 FXN promoter luciferase reporter, 24 h; percent of 10 µM SAHA response. activation, % at 6 µM. actives 0.56% (n = 360,000);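 active means activation above the average of all compounds screened plus 3 SD, cutoff fixed separately per campaign, cut at about 7.5% in these data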;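 further: 0% = DMSO wells and 100% = 10 µM SAHA wells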
ssDAF12 agonist: S. stercoralis DAF-12 nuclear receptor activators, primary screen, cell-based, luminescence, HEK293, GRIP1 co-expression, lit1-tk-luc; Nuclear hormone receptor DAF-12 (Strongyloides stercoralis); HEK293 ssDAF-12/GRIP1 lit1-tk-luc reporter; % of 3 µM dafachronic acid response; activation, % at 6.8 µM; actives 1% (n = 370,000); AID 652126, 2013;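 active means activation above the mean over all tested compounds plus 3 SD, cut at about 0.9% in these data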;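 further: 0% = DMSO-only wells and 100% = 3 µM delta7-dafachronic acid wells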
PLC-gamma1 inh: PLC-gamma1 enzyme inhibitors, primary screen, biochemical, fluorescence, purified enzyme. actives 0.84% (n = 370,000). fluorogenic substrate. inhibition, % at 12.2 µM; in the data active means inhibition above about 9.5%
PLCb3 inh: human PLC-beta3 inhibitors, primary screen, biochemical, fluorescence. 1-phosphatidylinositol 4,5-bisphosphate phosphodiesterase beta-3 (Homo sapiens), Q01970. Purified PLC-beta3, fluorogenic substrate. inhibition, % at 12.2 µM. actives 0.18% (n = 370,000). AID 720704, 2013; in the data active means inhibition above about 11%;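 further: 0% = median of compound wells on plate and 100% = full blocker control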
* = called active by the depositor; i = inactive; x = not tested or not shown. This is a random part of the collection. Share with any hit: about 6.9%.

SMILES	DAX1 inh-1	DAX1 inh-2	HGIII-sPLA2 inh	hgDAF12 agonist	ADAM10 inh	ADAM17 inh	hcDAF12 agonist	GAA850 FXN act	ssDAF12 agonist	PLC-gamma1 inh	PLCb3 inh
C/C(=N\Nc1ccc(S(=O)(=O)N2CCCCC2)cn1)c1ccc(O)cc1	-2.1	0.2	-2	1.0	-5	-2	-0.7	1.5	-1.1	-6	-7
CC(=O)c1cc(CC=C(C)C)c(O)cc1O	-0.1	0.7	4	0.5	-1	-3	-1.8	1.1	-1.2	-14	-17
Cc1cc(C)cc(N=Cc2c(O)c3ccccc3oc2=O)c1	-0.3	-1.3	-1	-1.8	1	-4	-0.5	-1.4	-1.0	-5	-12
O=C(COC(=O)c1cc(S(=O)(=O)N2CCOCC2)ccc1Cl)Nc1ccc(Cl)cn1	2.4	1.8	-5	0.2	-18	-1	1.6	0.5	-1.3	-2	1
Cc1ccc(CN(c2ccc(C(=O)NCc3ccccn3)cc2)S(C)(=O)=O)cc1	-1.0	0.4	-5	-3.4	0	-2	-1.4	0.7	-1.1	3	2
CCN(CC)CCn1c(=N)n(CC(O)c2ccco2)c2ccccc21 (centres undefined)	0.6	0.1	4	-0.8	0	-2	-0.9	1.4	-1.6	5	0
CCOc1ccccc1C1C(C(=O)OC)=C(N)OC2=C1C(=O)CCC2 (centres undefined)	0.2	0.1	5	0.4	5	-4	-1.3	-2.8	-1.1	-6	-2
Cc1ccc(S(=O)(=O)N[C@@H](Cc2ccccc2)C(=O)N2CCC[C@@H]2C(=O)O)cc1	0.3	0.9	-1	1.8	2	-1	1.1	-0.2	-1.1	3	-1
O=C(CCn1c(=S)[nH]c2cc3c(cc2c1=O)OCO3)NCc1cccc(Cl)c1	-0.1	0.6	4	0.6	-3	-3	0.8	-1.1	-0.6	2	8
CC(C)(C)S(=O)N1Cc2cc(C(=O)N[C@@H]3CCN(Cc4ccccc4)C3)nc(-c3cccc(-c4cc5ccccc5o4)c3)c2[C@@H]1CCO (some centres undefined)	-2.2	x	-3	-1.7	20*	6	-0.4	x	-0.7	-5	-5
CC(=O)COc1ccc2c(-c3ccccc3)cc(=O)oc2c1	-0.9	0.0	-6	3.8	-8	-1	-1.7	2.0	-0.7	-24	-30
CC(C)C[C@H]1CNC(=S)N1C[C@H]1CCCN1C[C@H](Cc1ccc(O)cc1)N1C[C@H](Cc2ccc(O)cc2)N(CCc2ccccc2)C1=S	-0.8	x	-20	-0.8	17	8	-2.1	x	-1.0	0	4

Pulled by compound from above:
SMILES	DAX1 inh-1	DAX1 inh-2	HGIII-sPLA2 inh	hgDAF12 agonist	ADAM10 inh	ADAM17 inh	hcDAF12 agonist	GAA850 FXN act	ssDAF12 agonist	PLC-gamma1 inh	PLCb3 inh
CCN(CC)CCn1c(=N)n(CC(O)c2ccco2)c2ccccc21 (centres undefined)	0.6	0.1	4	-0.8	0	-2	-0.9	1.4	-1.6	5	0
CCOc1ccccc1C1C(C(=O)OC)=C(N)OC2=C1C(=O)CCC2 (centres undefined)	0.2	0.1	5	0.4	5	-4	-1.3	-2.8	-1.1	-6	-2
Cc1ccc(S(=O)(=O)N[C@@H](Cc2ccccc2)C(=O)N2CCC[C@@H]2C(=O)O)cc1	0.3	0.9	-1	1.8	2	-1	1.1	-0.2	-1.1	3	-1

Continued:
SMILES	DAX1 inh-1	DAX1 inh-2	HGIII-sPLA2 inh	hgDAF12 agonist	ADAM10 inh	ADAM17 inh	hcDAF12 agonist	GAA850 FXN act	ssDAF12 agonist	PLC-gamma1 inh	PLCb3 inh
COc1ccccc1N1CCN(S(=O)(=O)c2cc3[nH]c(=O)c(=O)[nH]c3cc2C)CC1	0.8	-0.3	3	-1.4	-47	-21	0.7	1.8	-1.0	-7	-17
CC(C)C12CN3CC(C(C)C)(CN(C1)C3(C)C)C2=O	0.7	0.9	11	-1.4	14	3	-1.1	0.7	-0.4	9	-2
COc1cccc(NC(=O)CN(C)C(=O)CCSc2ccc(C)cc2)c1	-0.6	-0.9	-11	4.3	-8	-8	-0.1	-0.5	-1.5	-3	-4
COc1ccc(C2CC(c3ccc(F)cc3)=NN2c2ccccc2)cc1OC (centres undefined)	0.0	0.3	-2	1.0	-460	-234	-1.4	2.6	-0.7	i	i
O=C(CP(=O)(c1ccccc1)c1ccccc1)N/N=C/c1cc(Br)cc(Br)c1O	0.4	0.3	7	1.3	-10	-6	1.7	-1.9	-1.9	-6	-7
Cc1cccc(C)c1NC(=O)NC1CC2CCC(C1)N2Cc1cccs1 (centres undefined)	-0.5	-0.8	2	-2.7	-1	-1	2.7	-2.9	-1.6	3	6
CCC(CC)NC(=O)COC(=O)c1ccc(OCc2ccc(C(C)=O)cc2OC)c(OC)c1	-1.2	0.1	-14	1.1	0	4	-2.7	0.9	-2.1	-8	-9
O=C(C[n+]1cccc(CNC(=O)c2ccc(OC(F)F)cc2)c1)Nc1ccccc1Cl	0.6	-0.7	-17	1.7	-6	-1	-0.7	-1.0	-1.7	0	3
Cc1ccc(NC(=O)C(C)N2C(=O)c3ccccc3C2=O)cc1C (centres undefined)	-0.2	-1.0	4	-2.2	0	-4	0.7	1.5	-1.2	2	-7
Cn1ccc2c(-c3ccccc3F)cc3c(c21)C1CCC3C1 (centres undefined)	-1.3	x	8	-0.8	-29	-10	0.3	x	-0.9	-2	-8
CCOC(=O)c1ccc(NC(=O)c2ccc(NC(=O)c3ccccc3)cc2)cc1	0.0	0.1	3	0.9	-8	-5	-1.1	7.5	-1.7	-2	-20
O=C(CCCC(=O)OCC(=O)c1cccs1)Nc1ccc(F)cc1	0.5	0.4	-3	-2.6	8	-2	1.0	0.7	-1.9	2	1
CCc1c(C)nc(SCC(=O)N2C(C)CCCC2C)[nH]c1=O (centres undefined)	0.5	x	-1	-2.0	1	2	-0.7	3.2	-1.5	1	0
CC(Cc1cnccn1)NC(=O)c1cc(COc2ccc(F)cc2F)on1 (centres undefined)	0.4	0.7	-4	-2.1	-6	3	-2.2	0.4	-1.1	4	-2
O=C(O)CCC(=O)N1CCC(n2nnc3cc(C(F)(F)F)ccc32)CC1	0.2	2.6	2	-0.7	-5	-6	-1.4	-0.3	-1.1	-2	-7
Cc1cc(NC(=O)c2cccs2)ncc1NC(=O)C(C)(C)C	2.7	2.2	5	9.6	-3	-4	3.0	3.4	1.1*	-4	-6
CC(C)CCN1CC(C(=O)NCc2ccc(F)cc2)CC1=O (centres undefined)	0.6	1.8	3	0.9	-1	-5	-1.0	-1.9	-0.8	0	0
CCOc1ccc(N(CC(=O)Nc2ccccc2Cl)S(C)(=O)=O)cc1	-0.9	0.9	-1	2.2	5	-3	-1.8	-0.4	-1.3	2	-6
O=C(C1=C[C@@H](C2CC2)C[C@@H](OCc2ccc(CO)cc2)O1)N1CCN(Cc2ccccc2)CC1	-1.2	-0.6	-12	-1.7	4	1	-0.2	-1.0	-1.7	4	2
CCCN1C(=O)/C(=C/c2ccc(C)o2)SC1=Nc1ccc(OCC)cc1	-0.4	0.2	-7	0.5	5	-3	0.5	4.1	-1.3	3	1
COc1cc(/C=C2/C(=N)N3N=C(CC(=O)N4CCOCC4)SC3=NC2=O)ccc1OCc1ccccc1	0.1	-0.1	-12	7.8	-38	-11	2.0	3.1	-0.6	-30	-51
CC(=O)Nc1ccc(S(=O)(=O)N2CCSC2c2ccc(Cl)cc2)cc1 (centres undefined)	-1.9	-1.9	-18	-2.8	5	1	-2.6	-0.2	-1.6	0	0
Cc1cc(Cl)ccc1OCC(=O)NNC(=O)C1CCN(c2ncnc3sc(C)c(C)c23)CC1	-1.3	0.3	-31	-1.3	14	-1	-2.3	-1.6	-1.6	0	-5
O=C(Cc1ccccc1)NC(=S)Nc1ccc(N2CCCCC2)cc1	-0.9	-0.1	17	-1.2	7	1	0.5	4.7	-0.5	9	0
CCOC1=C2CN(S(=O)(=O)c3ccc(C)cc3)C(c3cccc(Cl)c3)CC2NC(c2ccccc2)C1 (centres undefined)	-0.8	x	-15	1.5	4	0	-1.9	x	-0.5	-1	1
CCCNC(=O)C(CC)NS(=O)(=O)c1ccc(OC)cc1 (centres undefined)	0.2	-0.2	18	-0.8	-5	-2	-0.8	-2.1	-1.5	2	2
Cc1cc(=O)nc2c3ccccc3n(CC(=O)NC3CCCCC3)n12	-0.2	0.7	3	0.6	-7	-1	4.7	1.2	-0.4	1	-10
O=C1NN(c2ccccc2)C(=O)/C1=C\c1cccn1-c1ccc(Cl)c([N+](=O)[O-])c1	-0.2	-0.5	2	0.4	8	2	4.6	-0.5	0.5	4	5
Cc1cc(=O)[nH]c(S/C=C/c2ccccc2)n1	1.9	-1.0	-10	3.8	-1	-1	3.1	2.4	-1.4	-2	0
CCCCn1nnnc1C(c1cc2ccccc2o1)N1CCCCC1 (centres undefined)	1.2	x	-8	-2.4	-9	-4	-0.8	x	-1.5	2	-3
Cc1cccc(C)c1NC(=O)C1CCCN1S(=O)(=O)c1cccc2cccnc12 (centres undefined)	-0.9	x	4	-1.3	0	-3	-1.0	x	-0.7	3	3
CCN(CC)CCn1c2c(c(SCC(=O)Nc3cc(C)cc(C)c3)nc1=O)CCC2	0.5	-0.2	-8	2.1	-6	0	-0.8	1.9	-0.6	-1	-3
CC(C)(C)c1ccc(S(=O)(=O)NNC(=O)c2cc3ccccc3[nH]2)cc1	1.1	-1.2	-24	7.6	2	1	6.5*	4.0	0.2	-11	-15
Cc1ccc(C2C(C#N)=C(N)OC3=C2C(=O)CC(C)(C)C3)s1 (centres undefined)	-0.3	0.0	3	-2.8	3	-2	0.1	1.8	-0.8	2	-8
CC(=O)N1CCN(c2nc(N)c(C#N)c(CC#N)c2C#N)CC1	0.4	0.1	0	2.5	-115	-31	-0.4	-0.2	-0.9	-40	-60
Cc1cc(NCc2ccco2)n2ncnc2n1	0.3	1.1	6	-0.6	5	0	-1.9	1.2	-1.8	2	1
O=C(COC(=O)Cc1c(Cl)cccc1Cl)NCC1CCCO1 (centres undefined)	-0.3	1.1	8	-3.0	-2	-8	0.3	1.3	-0.4	4	4
CCc1cc(C(=O)N2CCOCC2)c(NC2=NS(=O)(=O)c3ccccc32)s1	0.1	0.5	8	1.4	7	1	0.0	0.7	-0.8	1	2
COc1ccccc1CN1CCNC(=O)C1CC(=O)O (centres undefined)	-0.3	-0.3	-4	-0.4	-2	1	-1.2	1.5	-0.7	2	2
